Bioassay records deposited in PubChem BioAssay by National Center for Advancing Translational Sciences (NCATS).
LMNA splice mod = changes lamin A minigene splicing in HeLa cells; HeLa LMNA splicing GFP/RFP minigene ratio, 48 h; Potency, µM (series often up to 46.1 µM), for the others: top-dose ratio change, negative = inhibition, hits mostly inhibitors; AID 1487; actives 0.01% (n = 200,000); active = well fitted inhibition curve with a large enough effect in the signal ratio, with a control signal flat, not every such curve was filed as active; inconclusive = small, poorly fitted or top-dose-only effect, or effect the other way, or a change in a side signal; the % refers to the signal ratio; note: potency is the fitted concentration of half-maximal effect; % is set by controls: 0 for no effect and ±100 for the full control effect
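S3 HeLa cells stably expressing lamin A-EGFP splicing minigene plus DsRed2, 600 cells/well, 48 h compound exposure at 37C. Laser-scanning cytometry; analysed as GFP (500-530 nm)/RFP (575-640 nm) total intensity ratio; 0.5% DMSO vehicle.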
CBFb-RUNX1 inh = inhibitors of human CBF-beta and RUNX1 interaction. Q01196+Q13951. AlphaScreen CBFb-His/RUNX1-biotin binding, biochemical. 230,000 tested, under 10 active. Potency, µM (doses to about 59.8 µM), for the others: at the highest dose activity, negative = inhibition, actives largely listed as inhibitors; note: % of control where 0% means no effect
Target sequence (Q01196 whole entry, looked up): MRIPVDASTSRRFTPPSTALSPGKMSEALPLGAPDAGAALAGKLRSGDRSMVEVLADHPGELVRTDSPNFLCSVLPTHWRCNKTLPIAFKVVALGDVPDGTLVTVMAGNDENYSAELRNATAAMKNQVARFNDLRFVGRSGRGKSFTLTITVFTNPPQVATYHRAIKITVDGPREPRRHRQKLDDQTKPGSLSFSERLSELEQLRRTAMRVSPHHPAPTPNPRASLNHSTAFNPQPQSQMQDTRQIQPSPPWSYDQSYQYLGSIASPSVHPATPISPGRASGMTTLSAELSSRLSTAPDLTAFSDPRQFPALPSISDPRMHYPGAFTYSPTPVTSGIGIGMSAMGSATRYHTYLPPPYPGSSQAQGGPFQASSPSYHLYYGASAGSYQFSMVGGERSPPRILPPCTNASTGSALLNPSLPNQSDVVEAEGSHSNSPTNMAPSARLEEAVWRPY
Target sequence (Q13951 whole entry, looked up): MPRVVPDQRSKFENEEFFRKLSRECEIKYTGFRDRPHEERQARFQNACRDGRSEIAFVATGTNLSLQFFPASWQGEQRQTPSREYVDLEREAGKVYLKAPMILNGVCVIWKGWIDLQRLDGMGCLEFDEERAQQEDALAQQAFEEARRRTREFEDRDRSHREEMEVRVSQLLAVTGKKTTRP
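Room-temperature protein-protein interaction test with 30 nM each of His-tagged CBF-beta and biotinylated RUNX1, 15 min with compound, then 90 min with nickel plus streptavidin beads. Signal read in AlphaScreen mode.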
aGal spleen mod = inhibits or activates alpha-galactosidase in human spleen homogenate; Potency, µM (series often up to 80 µM), for inactives: top-dose activity change, negative = inhibition, most hits filed as inhibitors; human spleen homogenate, 4MU-alpha-Gal fluorescence, 40 min; actives 0.008% (n = 240,000); AID 2107; P06280;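 note: potency is the fitted concentration of half-maximal effect; 0% = enzyme with vehicle and -100% = no enzyme basal signal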
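qHTS titration in buffer at pH 5.0. Alpha-galactosidase activity in spleen homogenate was measured via 4-methylumbelliferone release from 1 mM fluorogenic substrate after 40 min at 37C and a pH 10 stop. AC50 came from Hill fits of control-normalized data.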
Luc counter = blocks Kinase-Glo luciferase, a counter-screen artifact; Q27757; Kinase-Glo luciferase, ATP luminescence, 8 min; Potency, µM (top dose mostly 38.3 µM), without a hit: at the highest dose activity change, negative = inhibition, usual class: inhibitors; actives 0.28% (n = 200,000); AID 1379; note: potency is the fitted concentration of half-maximal effect; % is set by controls: 0 for no effect and ±100 for the full control effect; nearly all actives have a fitted effect of over 60% in size
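Kinase-Glo luciferase light output from ATP and luciferin was measured with 10 uM ATP, within the enzyme's linear range. Buffer: 50 mM imidazole pH 7.2, 50 mM KCl, 7 mM MgCl2, 0.01% Tween 20, 0.05% BSA; luminescence read after 8 min at ambient temperature.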
IMPase Li inh = membrane-permeable IMPase blocker, potentiated with lithium. CHO-M1 cells, IP1 TR-FRET (IP-One), carbachol + lithium. actives 0.35% (n = 210,000). Potency, µM (titrated, usually from 59.4 µM), inactives show top-dose activity, negative = IMPase inhibition, hits mostly inhibitors;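 note: IP1 builds up when IMPase is blocked and the TR-FRET signal falls; potency is the fitted concentration of half-maximal effect; plate controls were basal vehicle for no effect and high inhibitor control for full effect; nearly all actives have a fitted effect of over 50% in size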
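CHO cells stably expressing M1 receptor (2000/well) were cultured 16–30 h, then exposed to compounds with a small lithium addition for 30 min at 37C. IP1 was measured by TR-FRET competition; AC50 from Hill fits.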
NPSR antagonist = antagonists of human neuropeptide S receptor cAMP signaling; CHO-NPSR cells, cAMP TR-FRET, antagonist mode; actives 1% (n = 220,000); Potency, µM (titrated, usually from 38.3 µM), inactives show at the top dose activity change, negative = inhibition, usual class: inhibitors; note: potency is the fitted concentration of half-maximal effect; % is set by controls: 0 for no effect and ±100 for the full control effect; nearly all actives have a fitted effect of over 50% in size; many of its hits are not listed in these tables
Target sequence (Q6W5P4 whole entry, looked up): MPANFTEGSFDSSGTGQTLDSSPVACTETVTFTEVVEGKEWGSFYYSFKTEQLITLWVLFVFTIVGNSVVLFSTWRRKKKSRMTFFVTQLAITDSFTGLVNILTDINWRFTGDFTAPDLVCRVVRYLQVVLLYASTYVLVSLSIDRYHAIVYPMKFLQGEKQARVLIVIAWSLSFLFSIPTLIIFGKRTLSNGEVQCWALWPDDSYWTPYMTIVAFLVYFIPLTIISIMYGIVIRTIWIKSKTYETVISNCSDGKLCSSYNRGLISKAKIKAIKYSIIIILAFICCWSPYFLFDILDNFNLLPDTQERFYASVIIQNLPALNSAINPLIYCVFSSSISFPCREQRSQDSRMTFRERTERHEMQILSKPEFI
Epigenetic derep = derepresses silenced GFP reporter in murine cells | actives 0.2% (n = 280,000) | AID 1865 | murine LDR cells, GFP reporter derepression, 30 h | Potency, µM (highest dose often 53.9 µM), for the others: at the top dose GFP activation, actives largely listed as activators; note: potency is the fitted concentration of half-maximal effect; % of control where 0% means no effect; nearly all actives have a fitted effect of over 60% in size
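Murine LDR cells carrying a silenced, genomically integrated CMV-driven GFP reporter were exposed to compound for 30 hours at 37 C. After PBS washes, GFP-positive cells (20–120 um objects) were counted by laser-scanning microplate cytometry.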
* = called active by the depositor; ? = inconclusive; . = not tested or not shown; & = joins results of further samples; [ ] = remark or other dose. Unless noted, calls come from the whole dose curve; as a rule, active = well fitted curve in the direction sought with a large enough effect; inconclusive = small, poorly fitted or top-dose-only effect, or another doubt; inactive = no such curve, though single readings can be large; an effect the other way counts as inactive or inconclusive.

#	Compound	LMNA splice mod	CBFb-RUNX1 inh	aGal spleen mod	Luc counter
1	CN1CCN(Cc2nc3ccccc3c(=O)[nH]2)CC1	9%	3%	-2%	-4%
2	O=C(C(=O)N1CCOCC1)c1cn(Cc2c(F)cccc2Cl)c2ccccc12	.	1%	0%	.
3	NS(=O)(=O)c1ccc(N=Nc2c(O)[nH]c(=S)[nH]c2=O)cc1	.	-1%	?	.
4	O=C(c1ccc(C(F)(F)F)cc1)C1CCCN(Cc2ccc(CO)o2)C1 (stereo not given)	.	?	-6%	2%
5	Cc1ccc2c(c1)C1CN(C)CCC1N2C(=O)Nc1cccc(C(F)(F)F)c1 (stereo not given)	0%	3%	-13%	-4%
6	OC(COCc1ccc(Cl)cc1)CN1CC=C(c2ccccc2)CC1 (stereo not given)	?	2%	13%	1%
7	Cn1cccc1/C=C1/C(=O)NC(=O)N(Cc2ccccc2)C1=O	-11%	?	-17%	1%
8	O=P(O)(Oc1ccccc1)OC(c1ccccc1)C(F)(F)C(F)(F)F (stereo not given)	15%[46 µM]	-5%	6%	-1%
9	O=C(NC1(C(F)(F)F)Oc2ccc(Cl)cc2O1)N1CCC2(CC1)OCCO2 (stereo not given)	?	-11%	-1%	0%
10	CC(C)C(=O)Nc1ccc(N2CCN(C)CC2)c(F)c1	.	2%	5%	1%
11	Cc1cc(C=C(C#N)C#N)ccc1N1CCCC1	-5%[46 µM]	-2%	-9%	2%
12	COc1ccc(C(=O)CC2C(=O)N(C)C(=O)N(C)C2=O)cc1	-6%	12%	-4%	0%

#	IMPase Li inh	NPSR antagonist	Epigenetic derep
1	18%[38.3 µM]	1%[46.1 µM]	-1.0%
2	3%	16%	1.3%
3	.	20%[7.67 µM]	?
4	32%[activator]	-6%	-4.1%
5	33%[38.3 µM]	1%[46.1 µM]	-1.5%
6	19%[38.3 µM]	-10%[46.1 µM]	1.1%
7	2%	11%	-1.0%
8	7%	1%	2.9%
9	20%[38.3 µM]	9%[46.1 µM]	0.9%
10	7%	11%	-0.8%[10.1 µM]
11	22%	-49%	-2.3%
12	13%	-16%[46.1 µM]	0.0%

Further entries
#	Compound	LMNA splice mod	CBFb-RUNX1 inh	aGal spleen mod	Luc counter
13	CSc1ccccc1C(=O)C1CCCN(Cc2ccncc2)C1 (stereo not given)	?	-7%	-1%	2%
14	CCOc1ccc(-n2c(O)c(C=Nc3ccc(NC(C)=O)cc3)c(=O)[nH]c2=O)cc1	.	5%	5%	.
15	OC1(CN2CCOCC2)C2CC3CC(C2)CC1C3 (stereo not given)	6%	1%	6%	-1%
16	OC1(c2ccc(Cl)cc2)CCN(Cc2c[nH]c3ccccc23)CC1	?	9%	0%&4%&0%	-3%&2%
17	CCCCCCCCCCCCCl	.	-7%[21.7 µM]	8%	.
18	CC(C)Cc1[nH]c(=O)c(C#N)c2c1CCC2	2%	5%	3%	1%
19	CCCCOC(=O)C1=C(N)OC2=C(C(=O)CCC2)[C@]12C(=O)N(C)c1ccccc12	1%	2%	-8%	-1%
20	Cc1ccccc1-n1c(O)c(/C=N/N2CCOCC2)c(=O)[nH]c1=S	4%	12%	0%	3%
21	CC(=O)N1CCC2(CC1)CC(=O)c1cc(OCC(=O)N3CCC4(CC3)OCCO4)ccc1O2	9%[46 µM]	-7%	?	2%
22	CC(=O)[C@H]1CC[C@H]2[C@@H]3CCC4=CC(=O)CC[C@]4(C)[C@H]3CC[C@]12C	?	6%	3%&16%&3%&6%&0%&7%&4%	2%&2%&-2%
23	CCC(CC)C(=O)NC1CCSC1=O (stereo not given)	14%	3%	5%	-1%
24	CCOP(=O)(OCC)/C(=N/OC(=O)c1ccccc1C)C(N)=O	?	8%	-1%	0%

#	IMPase Li inh	NPSR antagonist	Epigenetic derep
13	24%	-7%	-1.4%
14	.	5%	1.1%
15	21%[38.3 µM]	-4%[46.1 µM]	-1.0%
16	7%&16%&27%	-8%[46.1 µM]	-0.2%&0.0%&-1.1%
17	7%	.	.
18	-9%[38.3 µM]	-9%[46.1 µM]	0.0%
19	24%[38.3 µM]	-3%[46.1 µM]	0.0%
20	-2%	-7%	-2.8%
21	-7%	2%	5.4%
22	6%&19%&15%&-23%&14%&18%	-25%&-7%	-2.5%&-0.2%&-0.2%&0.0%&2.1%
23	-4%[38.3 µM]	2%[46.1 µM]	4.7%
24	12%	9%	0.0%

Further compounds follow.
#	Compound	LMNA splice mod	CBFb-RUNX1 inh	aGal spleen mod	Luc counter
25	COc1ccccc1N1C(=O)NC(=O)C(CCc2ccncc2)(CCc2ccncc2)C1=O	0%	6%	0%	19%
26	CCn1c(C(=O)N2CCC(C(=O)N3CCC4(CC3)OCCO4)CC2)cc2sccc21	-1%	-7%	1%	-3%
27	COc1cccc(N2C(=O)NC(=O)/C(=C/c3ccc4c5c(cccc35)CC4)C2=O)c1	-13%	2%	-2%	-5%
28	CC[N+](CC)(CCCNC1=CC(=O)C(NCCC[N+](CC)(CC)Cc2ccccc2)=CC1=O)Cc1ccccc1	.	15%	-15%&5%	-6%
29	COc1ccc(N=Cc2c(O)n(Cc3ccccc3)c(=S)[nH]c2=O)c(OC)c1	.	6%	5%	.
30	CCC(C)n1c(O)c(C=NCCc2ccccc2)c(=O)[nH]c1=S (stereo not given)	.	-2%	5%	.
31	Cn1c(O)c(/C=N/N2CCOCC2)c(=O)n(C)c1=S	.	15%	0%	.
32	O=C(Nc1ccncc1)c1cccn(Cc2ccccc2)c1=O	?	-11%	-3%	7%
33	O=c1c2ccccc2nc(CN2CCOCC2)n1-c1ccccc1F	12%	2%	-2%	-8%
34	CCOc1cc(C2NCc3ccccc3-n3cccc32)ccc1O (stereo not given)	?	-5%	4%	-6%
35	Cc1ccnc(-n2c(C)cc(C=C3C(=O)N(C)C(=S)N(C)C3=O)c2C)c1	5%	-7%	7%	0%
36	Cc1ccc(N)c(C(=O)c2ccc(Br)cc2)c1	.	-3%	-4%	.

#	IMPase Li inh	NPSR antagonist	Epigenetic derep
25	19%[38.3 µM]	-3%[46.1 µM]	0.0%
26	-7%[38.3 µM]	?	-0.8%
27	0%	-20%	1.0%
28	65%&29%[activator]	.	0.0%&-0.3%
29	.	17%	1.2%
30	.	17%	0.1%
31	.	0%	2.4%
32	20%	4%	-2.8%
33	24%[38.3 µM]	10%[46.1 µM]	2.2%
34	4%[38.3 µM]	-8%[46.1 µM]	-1.1%
35	-3%[38.3 µM]	-28%[46.1 µM]	-0.9%
36	9%	-27%	11%

Remaining list, next part:
#	Compound	LMNA splice mod	CBFb-RUNX1 inh	aGal spleen mod	Luc counter
37	O=c1c2cc(Cl)cc(Cl)c2nc(CN2CCOCC2)n1-c1ccccc1F	14%	-5%	-6%	1%
38	CC(=O)OCC(N)C(=O)c1ccccc1 (stereo not given)	.	0%	7%	1%[39.9 µM]
39	C/C(=N\Nc1ccccc1)c1c(O)n(C)c(=O)n(C)c1=O	-11%	-3%	1%	1%
40	CN1/C(=C\C=C\C2=[N+](C)c3ccc4ccccc4c3C2(C)C)C(C)(C)c2ccccc21	?	.	2%	?
41	CC(=NCCCn1ccnc1)c1c(O)n(-c2ccccc2)c(=O)[nH]c1=O	.	7%	-5%	.
42	O=c1c2ccc(Cl)cc2[nH]c(=S)n1-c1cccnc1	.	5%	2%	2%
43	CN(C(=O)Cc1ccc(Cl)c(Cl)c1)C(CN1CCCC1)c1cccc(N=C=S)c1 (stereo not given)	.	3%	-1%	.
44	Cc1ccc(S(=O)(=O)NC(Cc2cnc[nH]2)C(=O)O)cc1 (stereo not given)	2%	7%	-1%	-2%
45	CC(C)[C@H]1C(=O)N2CCC[C@H]2[C@]2(O)O[C@](NC(=O)[C@@H]3C=C4c5cccc6[nH]cc(c56)C[C@H]4N(C)C3)(C(C)C)C(=O)N12	?	?	?	-12%
46	CCN(CC)CCN1Cc2ccccc2C1=N	-10%	-4%	3%	1%
47	C=CC[N+]1(C)CCC23c4c5ccc(O)c4O[C@H]2C(=O)CC[C@@]3(O)C1C5 (stereo not given in full)	.	11%	12%	.
48	O=C(CCl)c1ccccc1	.	7%[21.7 µM]	-1%	.

#	IMPase Li inh	NPSR antagonist	Epigenetic derep
37	1%[38.3 µM]	-25%[46.1 µM]	0.0%
38	-6%	.	6.3%
39	21%	-3%	-3.2%
40	-18%[38.3 µM]	7.9µM*	0.2%
41	.	13%	-1.9%
42	1%	-10%	-0.5%
43	36%[activator]	.	0.8%
44	0%	16%	-0.9%
45	20%	1µM*	1.0%
46	-3%	22%	0.0%
47	13%	.	1.1%
48	23%	.	.

Numbers 37–39 from above:
#	Compound	LMNA splice mod	CBFb-RUNX1 inh	aGal spleen mod	Luc counter
37	O=c1c2cc(Cl)cc(Cl)c2nc(CN2CCOCC2)n1-c1ccccc1F	14%	-5%	-6%	1%
38	CC(=O)OCC(N)C(=O)c1ccccc1 (stereo not given)	.	0%	7%	1%[39.9 µM]
39	C/C(=N\Nc1ccccc1)c1c(O)n(C)c(=O)n(C)c1=O	-11%	-3%	1%	1%

#	IMPase Li inh	NPSR antagonist	Epigenetic derep
37	1%[38.3 µM]	-25%[46.1 µM]	0.0%
38	-6%	.	6.3%
39	21%	-3%	-3.2%

(continued)
#	Compound	LMNA splice mod	CBFb-RUNX1 inh	aGal spleen mod	Luc counter
49	C[N+]1(C)CCc2cc3c(cc2[C@H]1[C@@H]1OC(=O)c2c1ccc1c2OCO1)OCO3	-1%	5%&21%	3%&10%	-12%
50	COc1cccc(C2(O)CCN(Cc3ccncc3)CC2)c1	.	-1%	3%	1%
51	C[N+](C)(C)CC(=O)O	?	-19%	-7%	-3%
52	CCCCC/C=C\C/C=C\C/C=C\C=C\[C@H](CCCC(=O)O)OO	.	-5%&-9%	12%&2%	-1%
53	CCN(CC)c1ccc(C=C2C(=O)NC(=S)NC2=O)cc1	?	13%	-4%	.
54	CN(C)C1C(=O)C(C(N)=O)=C(O)[C@@]2(O)C(=O)C3=C(O)c4c(O)cccc4[C@@](C)(O)C3C[C@@H]12 (stereo not given in full)	.	2%[21.7 µM]	-2%	-2%

#	IMPase Li inh	NPSR antagonist	Epigenetic derep
49	10%	-38%&-32%	1.1%&2.1%
50	18%	-10%	4.0%
51	6%	-1%[46.1 µM]	1.1%
52	-5%&-4%	.	1.1%&-0.1%
53	.	?	2.2%
54	10µM*	.	2.0%

This is a subset; rates above refer to the full screens.
